Screening data as filed in PubChem BioAssay.
VLA-4 antagonist – inhibitors of LDV-FITC ligand binding to Mn2+-activated human VLA-4 integrin | 24,000 tested, 0.2% active | inhibition, % at 10 µM (by protocol) | P13612 | Jurkat cells, LDV-FITC binding with Mn2+, flow cytometry; 100% = Mn2+-driven binding gain fully reversed;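 active = inhibition above 50%; inconclusive = compound itself fluorescent, judged against control cell fluorescence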;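 also: 0% = Mn2+ stimulated cells lacking compound and 100% = ligand binding without Mn2+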
Target sequence (P13612 whole entry, looked up): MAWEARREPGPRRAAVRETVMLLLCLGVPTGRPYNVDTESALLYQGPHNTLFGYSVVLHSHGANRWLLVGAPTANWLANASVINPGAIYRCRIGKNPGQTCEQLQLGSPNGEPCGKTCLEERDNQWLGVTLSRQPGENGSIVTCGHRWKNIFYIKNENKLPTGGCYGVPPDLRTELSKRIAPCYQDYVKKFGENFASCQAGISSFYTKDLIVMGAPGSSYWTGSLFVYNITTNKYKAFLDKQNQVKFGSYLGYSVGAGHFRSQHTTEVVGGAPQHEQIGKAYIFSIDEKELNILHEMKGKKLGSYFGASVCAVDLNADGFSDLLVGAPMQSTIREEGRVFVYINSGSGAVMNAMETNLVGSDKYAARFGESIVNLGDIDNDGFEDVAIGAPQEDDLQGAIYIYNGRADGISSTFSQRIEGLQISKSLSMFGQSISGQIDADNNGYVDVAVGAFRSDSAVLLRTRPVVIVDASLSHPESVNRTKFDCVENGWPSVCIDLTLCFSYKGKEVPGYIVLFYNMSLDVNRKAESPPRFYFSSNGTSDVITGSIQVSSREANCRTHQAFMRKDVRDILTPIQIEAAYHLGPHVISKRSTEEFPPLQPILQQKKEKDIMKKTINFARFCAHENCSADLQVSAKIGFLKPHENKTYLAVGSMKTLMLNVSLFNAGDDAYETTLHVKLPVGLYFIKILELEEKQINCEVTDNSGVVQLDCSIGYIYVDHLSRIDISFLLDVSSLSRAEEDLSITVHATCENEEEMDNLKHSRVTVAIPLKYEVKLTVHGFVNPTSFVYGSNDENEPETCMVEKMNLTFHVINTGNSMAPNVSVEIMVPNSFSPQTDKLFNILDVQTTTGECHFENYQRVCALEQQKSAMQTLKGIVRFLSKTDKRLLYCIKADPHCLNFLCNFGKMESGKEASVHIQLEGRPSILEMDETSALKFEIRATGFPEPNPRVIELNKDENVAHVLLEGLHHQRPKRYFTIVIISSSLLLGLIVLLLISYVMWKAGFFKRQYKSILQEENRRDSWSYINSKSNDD
Jurkat autofluor – autofluorescence counter-screen for VLA-4 integrin assays; fluorescence ratio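 (tested at 10 µM compound in the well)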; 24,000 tested, 0.61% active; Jurkat cells, compound autofluorescence, flow cytometry; active compounds read high; 1 = vehicle-only cell background;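 active = fluorescence ratio above 2.44, which is 1 plus 3 SD of all ratios; inconclusive = signal too bright to measure linearly, ratio around 10 or more; inactive = fluorescence ratio below 2.44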;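 also: green fluorescence of cells measured with 488 nm excitation and 530 nm emission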
Prostate diff – LNCaP prostate cell differentiation activation; 24,000 tested, 0.56% active; side scatter shift, % at 10 µM; AID 795; flow cytometry side scatter, 4 d;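 active = side scatter shift above 30%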;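 also: androgen-responsive LNCaP prostate cancer cells in charcoal-stripped serum medium; percent of cells past a gate set so DMSO wells show 10% shift; higher shift means more granular cells and more differentiation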
VLA-4 allo ag – allosterically activates the human VLA-4 integrin; Jurkat cells, LDV-FITC binding, flow cytometry; activation, % at 10 µM (by protocol); 24,000 tested, under 10 active;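 active = fluorescent ligand binding to cells raised by more than 40% of the manganese-induced maximum; inconclusive = compound's own fluorescence above 85% of the ligand control signal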;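 also: 0% = ligand binding without compound and 100% = manganese-stimulated maximal binding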
* = called active by the depositor; u = inconclusive; x = no result given.

Below each SMILES: VLA-4 antagonist	Jurkat autofluor	Prostate diff	VLA-4 allo ag
1) CCN(CC)CCn1c(=S)[nH]c2cc3c(cc2c1=O)OCO3
  -19	1.1	3	3
2) CCC1Oc2ccc(C)cc2N(CC(=O)NCCc2ccc(OC)c(OC)c2)C1=O (stereo unspecified)
  -11	1.1	11	1
3) CCn1c(=N)n(CC(O)c2ccco2)c2ccccc21 (stereo unspecified)
  -13	1.1	13	6
4) O=C(O)c1cc(Cl)c(Cl)cc1C(=O)N1CCCC1
  -11	1	6	-2
5) CCOC(=O)c1oc2ccccc2c1NC(=O)COc1cccc(OC)c1
  -5	0.97	10	-1
6) CN(C(=O)c1cccc(N2C(=O)C3CC=CCC3C2=O)c1)C1CCCCC1 (stereo unspecified)
  -11	1.1	4	0
7) c1ccc(-c2nc3cc(Oc4ccc5oc(-c6ccccn6)nc5c4)ccc3o2)nc1
  46	1.1	11	-7
8) COc1cccc(-c2nc(CS(=O)CC(=O)NCc3ccccc3)c(C)o2)c1 (stereo unspecified)
  u	1	11	u
9) C/C(=N\n1nnnc1Nc1ccccc1)c1ccc(N)cc1
  3	1	6	-2
10) COc1ccc(S(=O)(=O)NCCC(=O)NCc2ccccc2)cc1
  -1	1	3	-5
11) Cc1[nH]nc(N=CC2=C(O)CC(C)(C)CC2=O)c1-c1ccc(Cl)cc1
  -4	0.98	9	-7
12) COc1ccc(S(=O)(=O)NCCc2csc(C)n2)cc1C
  -8	0.92	3	0
13) O=C(NCCc1ccccc1)C1CCCN(S(=O)(=O)c2cccnc2)C1 (stereo unspecified)
  -6	1	4	-7
14) COc1ccc(OC)c(NC(=O)Cc2coc3ccc(C)cc23)c1
  -11	1	11	-10
15) Cn1c(=O)c2c([nH]c(=O)n2C)n(C)c1=O
  -30	0.87	3	1
16) Cc1cc(=O)oc(C)c1C(=O)NCc1c(F)cc(F)cc1F
  -9	1	5	1
17) Cc1ccc(CSC2=NCCN2C(=O)c2ccco2)cc1
  -3	0.98	11	0
18) COC(=O)/C(=C1/Oc2cc3c(cc2S1)OCO3)C(F)(F)F
  6	1	21	1
19) CCOC(=O)Cn1c(=O)oc2cc(S(=O)(=O)NCc3ccccn3)ccc21
  u	3.6*	4	u
20) CC1(C)NC(=O)N(CCOc2cccc(Cl)c2Cl)C1=O
  -18	0.95	5	0
21) CCOC(=O)N1CCN(C(=O)c2cn(-c3ccc(C)c(C)c3)c(=O)c3ccccc23)CC1
  -12	1.1	4	1
22) CCCCOC(=O)Cn1cnc2ccc(Br)cc2c1=O
  31	0.91	11	1
23) CCOCCCNc1nc(=S)[nH]c2cc(OC)c(OC)cc12
  u	1.1	3	u
24) Cc1ccc(S(=O)(=O)NC(CC(=O)O)c2ccccc2)c(C)c1 (stereo unspecified)
  11	1	6	-1
25) O=C1CC(c2ccc3c(c2)OCO3)Sc2nc3ccccc3n21 (stereo unspecified)
  2	1.1	7	-5
26) CCCN(CCC)C(=O)c1ccc2c(c1)N(Cc1ccccc1)C(=O)CS2=O (stereo unspecified)
  -2	0.96	2	0
27) COc1ccc(C(N)CCc2ccc(C)o2)cc1 (stereo unspecified)
  u	1.9	22	u
28) Cc1ccc2c(c1)-c1c(cnn1CC(=O)N(CCC#N)c1ccccc1)CO2
  -16	0.8	15	-4
29) CC1CCC(NC(=O)CN2C(=O)C3CCCN3c3ncc(Cl)cc32)CC1 (stereo unspecified)
  u	1.2	12	u
30) CCCCN(c1ccccc1)S(=O)(=O)c1ccc2c(c1)CCN2C(=O)CCC(=O)O
  -2	1.1	9	3
31) O=C(O)CCN(CCC(=O)O)c1nnc(SCc2ccccc2)s1
  -5	1	4	-6
32) COc1ccc(N(C)C(=O)CCC(=O)Nc2ccc3nc(N4CCOCC4)cc(C)c3c2)c(OC)c1
  26	1	10	-5
33) CCOc1ccccc1N1C(=O)c2ccc(C(=O)Nc3cccnc3)cc2C1=O
  -10	0.99	3	0
34) CCCOC(=O)c1ccc(-c2c(C)noc2-c2ccc(OC)cc2O)o1
  -20	0.89	9	6
35) COc1ccccc1NC(=O)C1=C(C)Nc2nnnn2C1c1cccc(Br)c1 (stereo unspecified)
  9	1.1	11	-10
36) COc1cccc(-n2nc(C(=O)Nc3ccc4c(c3)OCO4)c3ccccc3c2=O)c1
  -1	1.1	7	-3
37) CCOc1ccc2nc(NC(=O)C3CCCN(S(=O)(=O)c4c(C)noc4C)C3)sc2c1 (stereo unspecified)
  0	0.98	5	-1
38) COc1ccc(CCN2C(=O)CCC2(C)C(=O)NCc2cccnc2)cc1OC (stereo unspecified)
  -14	0.98	4	0
39) Cc1cc(C)n(-c2nc3sc4c(c3c3nnc(SCC(N)=O)n23)CC(C)(C)OC4)n1
  5	1.1	6	-1
40) CCOC(=O)CCNC(=O)CNC(=O)OCc1ccccc1
  -3	1	7	11

In another format: entries from further up
(31) O=C(O)CCN(CCC(=O)O)c1nnc(SCc2ccccc2)s1
  VLA-4 antagonist = -5
  Jurkat autofluor = 1
  Prostate diff = 4
  VLA-4 allo ag = -6
(35) COc1ccccc1NC(=O)C1=C(C)Nc2nnnn2C1c1cccc(Br)c1 (stereo unspecified)
  VLA-4 antagonist = 9
  Jurkat autofluor = 1.1
  Prostate diff = 11
  VLA-4 allo ag = -10
(26) CCCN(CCC)C(=O)c1ccc2c(c1)N(Cc1ccccc1)C(=O)CS2=O (stereo unspecified)
  VLA-4 antagonist = -2
  Jurkat autofluor = 0.96
  Prostate diff = 2
  VLA-4 allo ag = 0
(21) CCOC(=O)N1CCN(C(=O)c2cn(-c3ccc(C)c(C)c3)c(=O)c3ccccc23)CC1
  VLA-4 antagonist = -12
  Jurkat autofluor = 1.1
  Prostate diff = 4
  VLA-4 allo ag = 1

Carrying on:
Below each SMILES: VLA-4 antagonist	Jurkat autofluor	Prostate diff	VLA-4 allo ag
41) CC1CCN(S(=O)(=O)c2ccc3[nH]cc(C(=O)NCCN4CCOCC4)c(=O)c3c2)CC1
  -11	1	4	5
42) O=C(O)CCc1ccc(-c2ccc(Br)cc2)n1CC(=O)O
  -12	1.1	4	2
43) CCC(C(=O)N1CCN(c2ccccn2)CC1)n1nc(C)n2c(cc3occc32)c1=O (stereo unspecified)
  16	1	16	-5
44) CCOC(=O)N1CCN(C(=O)C(CC)n2nc(C)c3sc4ccccc4c3c2=O)CC1 (stereo unspecified)
  u	1.3	9	u
45) Cc1ccc(C)c(N2CCN(C(=O)c3ccc(NS(=O)(=O)c4c(C)noc4C)cc3)CC2)c1
  -22	1.1	7	-4
46) COc1ccc(S(=O)(=O)Nc2ccc(Cl)cn2)c(C)c1C
  0	1.1	9	3
47) CCOc1cc(S(=O)(=O)NCc2ccc3c(c2)OCO3)ccc1F
  -18	0.98	8	0
48) C/C(N)=C(/C#N)C(=O)COC(=O)CCSc1ccccc1
  -36	0.95	2	8
49) N#Cc1cnc(SCC(=O)Nc2ccccc2C(F)(F)F)nc1N
  -4	1.2	4	2
50) COc1ccc(C(=O)Cn2nnc(-c3cccs3)n2)cc1
  -10	1.1	6	-14
51) COC(=O)c1cccnc1-n1c(=O)c2cccnc2n(Cc2cccc(OC)c2)c1=O
  -13	1	9	1
52) COc1cccc(NC(=O)CSc2nc3ccccc3c(=O)n2CCCC(=O)N2CCCC2)c1
  -5	0.98	10	0
53) O=C(c1ccc(S(=O)(=O)N2CCC(c3nc4ccccc4s3)CC2)cc1)N1CCOCC1
  0	1.1	4	-1
54) COCCCNC(=O)CCC(=O)Nc1ccc2nc(N3CCOCC3)cc(C)c2c1
  -13	1	7	10
55) CN1CCOc2cc(S(=O)(=O)Nc3ccc(F)cc3)ccc21
  -13	0.83	20	0
56) Cc1cccc(C)c1NC(=O)Cn1c(=O)n(CCC(=O)NCc2ccco2)c(=O)c2sccc21
  10	1	14	5
57) Cc1cc(N2CCCC2)n2nc(C)nc2n1
  -4	0.98	6	5
58) COc1ccc2c(c1)OC13CCN(C)CC1C2C(C(=O)c1ccc(F)cc1)C(=O)N3 (stereo unspecified)
  7	1.1	13	-5
59) COc1ccc(Cl)cc1NC(=O)CSc1nnc(Cc2cccn2C)n1-c1ccc(F)cc1
  30	1.1	8	-8
60) CCOC(=O)c1ccc2ncc(C(=O)OCC)c(NCCN(C)C)c2c1
  -3	1.1	4	-1
61) CC1CCCN(C(=O)C(Cc2ccccc2)n2cccc2)C1 (stereo unspecified)
  10	1	10	-18
62) c1ccc(-c2nc3nonc3c3nc4ccccc4n23)cc1
  -24	1.1	4	-3
63) COc1cc2nc(=S)n3[nH]c(CCn4nc(C)cc4C)nc3c2cc1OC
  -13	1	6	2
64) Cc1cccn2c(=O)c(C=Nc3ccc(Cl)cc3)c(NCCO)nc12
  -3	0.95	12	6
65) COCCCNC(=O)CCn1c(=O)c2ccccc2n(CC(=O)Nc2ccccc2C)c1=O
  -8	0.9	12	11
66) Cc1[nH]c2ccccc2c1Cc1nnc(SCC(=O)NCc2ccco2)o1
  -26	1	9	9
67) CCc1nccn1S(=O)(=O)c1ccc(OC)c(OC)c1
  -19	0.99	3	11
68) CCOC(=O)c1ccc2nc(C)c3c(c2c1)OC(C)C3 (stereo unspecified)
  -22	0.89	5	8
69) Cc1cccc(OCCCc2c(C)n[nH]c2C)c1
  -22	0.94	11	9
70) CCOC(=O)CSc1nnc(CNC(=O)c2ccccc2OC)n1-c1ccc(OC)cc1
  4	1.1	x	2
71) O=C(NC1CCCCC1)c1ccc(S(=O)(=O)N2CCCCC2)cc1
  -9	0.99	14	2
72) Cc1onc(-c2c(Cl)cccc2Cl)c1C(=O)NCC1CCCO1 (stereo unspecified)
  u	1	3	u
73) O=C(Cn1nnc(-c2ccccc2F)n1)NCCc1ccccc1
  -3	1.1	2	-3
74) Cc1ccc(S(=O)(=O)NCCCOC(=O)Nc2ccncc2)cc1
  0	1.1	9	1
75) COc1ccc(-c2nnc(SCc3nnc(-c4ccc(Cl)cc4)o3)n2-c2ccccc2)cc1
  -6	1.1	8	-2
76) COc1ccc(C2C(C(=O)N3CCN(c4ccccc4F)CC3)c3ccccc3C(=O)N2C)cc1 (stereo unspecified)
  16	1.1	4	-1
77) COc1ccc(-n2nc(C(=O)NCC(=O)NCc3ccco3)c3ccccc3c2=O)cc1
  -3	1	3	0
78) CC1(C)Cc2c(C#N)c(NCCCO)nc(-c3ccccc3)c2CO1
  -8	1.1	1	-6
79) O=C(COc1ccccc1Cl)NCCCN1CCOCC1
  12	1.1	12	-4
80) O=C(Nc1nc(-c2ccc(S(=O)(=O)N3CCCCCC3)cc2)cs1)c1cccs1
  -6	1	10	-4
81) CN=C1CC(C)(C)CC(=O)/C1=C(/O)CCC(=O)NC
  0	1	14	-1
82) CCOc1ccccc1C1C(C(N)=O)=C(C)Nc2nc(-c3ccccc3Cl)nn21 (stereo unspecified)
  -28	0.85	7	17
83) Cc1ccnc(NC(=O)Nc2ccc(F)cc2)c1
  -10	1.1	15	2
84) Cc1ccc(CCN2CC(C(=O)NC3CCCC3)CC2=O)cc1 (stereo unspecified)
  0	0.92	7	4
85) COc1ccc(C2N(c3cc(Cl)ccc3OC)C(=O)C3CCCN32)cc1 (stereo unspecified)
  -2	1	1	0
86) CC(CCc1ccco1)NC(=O)Cn1nc(Cc2ccncc2)c2ccccc2c1=O (stereo unspecified)
  -3	1	7	1
87) CCC(=O)N1CCc2cc(Br)cc(S(=O)(=O)CC(=O)OC)c21
  -20	1.1	10	-2
88) OCc1nc(CO)n(Cc2ccccc2)n1
  -2	1	7	0
89) CCOC(=O)N1CCN(c2cc(=O)n(C3CCCCC3)c(=O)[nH]2)CC1
  20	1.1	16	-5
90) CC(=O)Nc1nc(C)c(S(N)(=O)=O)s1
  -14	0.99	4	3
91) CCOc1ccc(OCC)c(NC(=O)C2CCN(c3ncccn3)CC2)c1
  -18	1	10	-2
92) Cc1cc(C)n2nc(S(=O)(=O)N(CC(C)C)CC(C)C)nc2n1
  u	0.9	7	u
93) CCOC(=O)c1ccc(S(=O)(=O)NC2CCCCCCC2)n1C
  -8	1	5	0
94) CCOC(=O)N1CCN(C(=O)C2CCC(=O)N2C(C)C)CC1 (stereo unspecified)
  -1	0.99	9	8
95) Cc1ccc(-n2nnnc2SCC(=O)N2CCc3ccccc3C2)cc1
  3	1	22	-4

Some of the compounds tested; rates above refer to the full screens.
